NSD2 HMT inh: blocks human histone methyltransferase NSD2. O96028. NSD2 peptide methylation, AlphaScreen, 120 min. 0.54% of 310,000 active. AID 743445. inhibition, % at 12.5 µM; in the data active = inhibition above about 50%
Arrestin-AP2 inh: inhibitors of human beta-arrestin and AP2 interaction | FITC-arrestin peptide / GST-AP2 beads, flow cytometry; AP2 beta2 appendage carries R879A mutation | inhibition, % at 10 µM | 0.31% of 340,000 active;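 active = inhibition above a set limit, near 3 SD of compounds lacking own fluorescence, cut at about 54% in these data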;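 also: plate controls were DMSO wells for no effect and 5 µM unlabelled arrestin peptide for full effect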
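System: GST-AP2 R879A glutathione beads | Also added: FITC-arrestin peptide, 50 nM | Times: 12 min plus 1 h, RT | Signal: Bead flow cytometry, FITC channel | Buffer or medium: PBS with 0.05% Tween 20 and 0.1% BSA | Read-out basis: Percent drop in bead-associated FITC signal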
PKA-R1A activ: activators of PKA-R1A complex; P00514+P68181; PKA-R1A dissociation, Cy5-IP20 fluorescence polarization; scaled: DMSO 0%, 113 µM cGMP 100%; activation, % at 11.4 µM; 0.083% of 340,000 active; AID 504707;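 active = percent activation above the mean of all tested compounds plus 3 SD, cut at about 19% in these data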;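 also: higher means more PKAc released from R1A so a rise in polarization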
SR-BI DiI-HDL act: SR-BI HDL lipid transfer activation | activation, % at 12.5 µM | 0.096% of 320,000 active | AID 504775 | CHO ldlA[mSR-BI] cells, DiI-HDL uptake fluorescence, 3 h; 100 = double the neutral-control signal;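 active = mean replicate activation of at least 60% and every replicate at or above 60%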;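 also: 0% = median plate neutral-control signal and 100% = twice that signal; values of inactives mirror those of a sister screen read the other way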
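Assay system: CHO ldlA[mSR-BI] cells, LDL receptor-null, SR-BI overexpressing; medium: Ham's F12 with 0.5% BSA, HEPES 25 mM, pH 7.4; also added: DiI-HDL 10 µg/mL; timing: 3 h uptake period with compound, 37 °C; signal: DiI fluorescence, bottom read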
SR-BI HDL uptake: mouse SR-BI HDL lipid transfer inhibition; inhibition, % at 12.5 µM; 0.96% of 320,000 active; ldlA[mSR-BI] CHO cells, DiI-HDL uptake fluorescence, 3 h; Q61009;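 active = mean replicate inhibition of at least 70% and a set share of replicates each scoring 70 or more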;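 also: 0% = median of neutral control wells and 100% = median of positive control wells; values of inactives mirror those of a sister screen read the other way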
CDK5 p35 inh: blocks human CDK5/p35 kinase activity | Q00535+Q15078 | 0.01% of 330,000 active | Recombinant CDK5/p35, ADP-Glo luminescence, 60 min | inhibition, % at 10 µM;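 active = highest replicate inhibition of at least 50% and at least 75% of replicates reaching 50%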;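 also: plate controls were DMSO neutral control for no effect and GW8510 at 10 µM for full effect; many of its hits are not listed in these tables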
dFosB act: activators of mouse delta FosB homodimer. 0.99% of 340,000 active. purified delta FosB, TAMRA-CDK5 oligo fluorescence polarization; percent of positive-control signal above neutral wells. activation, % at 25 µM;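 active = mean activation above about 17%, with every replicate also reaching it, limit read from the data, passing the limit was not always enough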;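 also: fluorescence polarization rise as delta FosB binds a TAMRA Cdk5 AP-1 oligo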
Mot1-301 SUMO: blocks SUMOylation pathway, rescuing yeast Mot1-301 growth; 1% of 320,000 active; S. cerevisiae Mot1-301 growth rescue, ATP luminescence, 38.5C; percent above DMSO median, 100 means doubled; AID 2716; growth rescue, % at 18.8 µM;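 active = every valid replicate shows activation above 250% relative to neutral control wells; inactive = the rest, any valid replicate at or below 250%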;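 also: OY570 slx delta 5 strain wells were the positive control but not used for scaling; some compounds called inactive have numbers as strong as hits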
DSG3 Ab inh: blocks pemphigus antibody binding to human desmoglein-3 | AID 588358 | 0.48% of 310,000 active | binding (percent of control), % at 10 µM | DSG3-coupled beads, scFv-anti-DSG3-GFP binding, flow cytometry; hits give low values | P32926;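 active = binding more than 3 SD below its plate's average and above zero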;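 also: hits lower antibody fragment binding to DSG3; some compounds called inactive have numbers as strong as hits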
Target sequence (P32926 whole entry, looked up, the tested form may be a part): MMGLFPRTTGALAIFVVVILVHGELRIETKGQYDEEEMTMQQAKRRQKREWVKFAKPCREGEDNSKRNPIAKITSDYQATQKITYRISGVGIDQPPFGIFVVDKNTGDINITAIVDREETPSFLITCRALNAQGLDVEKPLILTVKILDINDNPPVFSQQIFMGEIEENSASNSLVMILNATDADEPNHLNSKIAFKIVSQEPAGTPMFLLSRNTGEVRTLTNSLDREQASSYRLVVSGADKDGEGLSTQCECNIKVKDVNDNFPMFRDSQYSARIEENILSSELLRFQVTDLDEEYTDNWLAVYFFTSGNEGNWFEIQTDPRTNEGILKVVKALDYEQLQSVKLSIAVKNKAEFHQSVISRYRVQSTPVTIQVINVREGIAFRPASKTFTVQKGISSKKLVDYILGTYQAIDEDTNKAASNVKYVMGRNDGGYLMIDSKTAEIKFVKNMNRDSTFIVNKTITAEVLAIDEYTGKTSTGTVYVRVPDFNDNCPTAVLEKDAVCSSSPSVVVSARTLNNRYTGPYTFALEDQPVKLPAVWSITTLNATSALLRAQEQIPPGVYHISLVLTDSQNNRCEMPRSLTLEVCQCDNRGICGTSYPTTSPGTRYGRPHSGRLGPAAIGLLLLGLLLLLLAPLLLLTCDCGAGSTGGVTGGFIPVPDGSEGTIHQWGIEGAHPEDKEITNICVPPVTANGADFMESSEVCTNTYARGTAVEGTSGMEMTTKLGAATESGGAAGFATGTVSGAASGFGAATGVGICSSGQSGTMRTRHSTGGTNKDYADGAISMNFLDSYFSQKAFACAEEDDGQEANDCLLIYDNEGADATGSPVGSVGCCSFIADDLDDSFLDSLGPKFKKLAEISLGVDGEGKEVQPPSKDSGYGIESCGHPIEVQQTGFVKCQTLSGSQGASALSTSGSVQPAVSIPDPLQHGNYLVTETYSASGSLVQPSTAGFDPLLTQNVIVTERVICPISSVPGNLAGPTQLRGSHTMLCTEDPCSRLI
PKA-R2B act: activators of human PKA-R2B complex | activation, % at 11.4 µM | PKA-R2B holoenzyme dissociation, Cy5-IP20 fluorescence polarization; R2B truncated from residue 108, S112A mutant; 0% DMSO only, 100% 113 µM cGMP | 0.079% of 340,000 active;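 active = activation above a cutoff set at the mean over all compounds plus 3 SD, cut at about 18% in these data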;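 also: higher means more holoenzyme dissociation and a rise in polarization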
MITF TRPM1 HTS: MITF TRPM1 promoter activation in melanoma cells; SK-MEL-5 TRPM1-promoter luciferase, 24 h; % of positive control, neutral wells = 0; activation, % at 12.5 µM; 0.75% of 300,000 active; AID 588334;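 active = mean activation of at least 80% with every replicate also reaching 80%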;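 also: 0% = neutral control wells and 100% = parthenolide positive control wells; values of inactives mirror those of a sister screen read the other way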
Starred values were filed as active, the others as inactive; . = no result given.

(1) NC(N)=N/N=C/c1ccccc1
(2) Cc1ccc(C(=O)OCC(=O)Nc2ccccc2C(F)(F)F)cc1S(=O)(=O)N1CCOCC1
(3) CC1(C)Cc2cccc(OCC(=O)OCc3nnc(-c4ccccc4)o3)c2O1
(4) C/C(=N\NC(=O)COc1cc(C)cc(C)c1)c1ccc(N2CCOCC2)cc1
(5) CC(C)N1CC(C(=O)Nc2cc(Cl)cc(Cl)c2)CC1=O (configuration not stated)
(6) Cc1nnc(SCc2ccccc2Cl)n(N)c1=O
(7) COc1ccccc1C(=O)Nc1ccc2nc3n(c(=O)c2c1)CCCC3
(8) O=C(c1ccc(NS(=O)(=O)c2ccc(F)cc2)cc1)N1CCN(c2ccccc2O)CC1
assay / entry	1	2	3	4	5	6	7	8
NSD2 HMT inh	2.5	26.7	1.8	-2.0	-3.7	-2.5	29.5	0.0
Arrestin-AP2 inh	23.3	20.5	13.3	2.1	8.0	-8.5	5.9	0.5
PKA-R1A activ	-1.4	1.1	-6.8	-5.0	-1.8	3.0	3.1	4.1
SR-BI DiI-HDL act	15.5	-19.8	16.4	-36.0	.	-25.4	-33.6	-20.9
SR-BI HDL uptake	-15.5	19.8	-16.4	36.0	.	25.4	33.6	20.9
CDK5 p35 inh	0.7	-0.6	1.1	-0.6	-1.7	1.2	2.4	0.6
dFosB act	-2.9	-8.3	-11.0	-7.0	-7.0	2.2	-27.7	-16.5
Mot1-301 SUMO	-1.4	-16.1	-7.1	20.4	2.9	.	-9.1	-0.4
DSG3 Ab inh	97.7	88.0	97.4	108.7	103.6	105.3	101.6	.
PKA-R2B act	2.0	-2.4	-2.8	4.9	-16.1	-5.0	-4.7	3.4
MITF TRPM1 HTS	11.3	-4.5	6.0	-2.8	10.3	-19.4	26.7	-3.6

(9) O=C(CN1C(=O)CSc2ncccc21)Nc1cccc(Cl)c1
(10) CCC1(CC)NC(=O)N(CC(=O)OCC(=O)NC(=O)c2ccccc2OC)C1=O
(11) COc1ccccc1C=Cc1ccnc2ccccc12
(12) Cc1cc(C(=O)CSc2nnc(-c3ccco3)o2)c(C)n1CC1COc2ccccc2O1 (configuration not stated)
(13) Cc1n[nH]c(=O)c2c(NC(=O)CSc3c(Cl)cccc3Cl)oc(C)c12
(14) CCCC(C(=O)n1nc(C)cc1C)C(NS(=O)(=O)c1ccc(C)cc1)c1ccccc1 (configuration not stated)
(15) O=C(CSc1nc2ncc(Cl)cc2[nH]1)c1c[nH]c2ccccc12
(16) CN(C)c1ccc(S(=O)(=O)N2CCC(Cc3ccccc3)CC2)cn1
assay / entry	9	10	11	12	13	14	15	16
NSD2 HMT inh	.	1.4	-4.3	0.2	-0.7	-1.8	-3.1	1.2
Arrestin-AP2 inh	-1.9	-8.8	0.1	-1.7	7.3	0.1	-1.6	23.5
PKA-R1A activ	-8.1	0.2	-8.6	-6.3	5.5	-3.0	-2.0	-5.3
SR-BI DiI-HDL act	-6.5	26.5	-34.4	-29.6	9.4	-16.8	-12.8	11.5
SR-BI HDL uptake	6.5	-26.5	34.4	29.6	-9.4	16.8	12.8	-11.5
CDK5 p35 inh	0.8	1.5	-0.6	1.6	-1.4	1.9	0.6	-1.9
dFosB act	-14.8	-8.7	-21.4	-5.7	5.0	-10.6	21.5*	-1.3
Mot1-301 SUMO	8.0	-5.3	.	.	0.4	-22.7	-3.9	12.6
DSG3 Ab inh	105.2	99.3	97.4	.	102.6	103.0	94.5	103.7
PKA-R2B act	-0.3	-9.3	-14.6	-5.0	-9.4	7.0	-2.1	-3.4
MITF TRPM1 HTS	11.0	-6.9	-2.0	-1.5	3.3	-7.3	-3.6	-6.0

(17) O=C(Nc1ccc2c(c1)OCCO2)c1cccc(Cl)c1Cl
(18) O=C(NCc1ccc2c(c1)OCO2)c1ccc2c(c1)OCCO2
(19) CC[n+]1c(C)cc(C)n1-c1ccccc1
(20) COC(=O)c1ccccc1NC(=O)c1cnc2sccn2c1=O
(21) Cc1ccc(C)c(OCc2n[nH]c(=S)o2)c1
(22) O=S(=O)(c1ccc2ccccc2c1)N1CCN(S(=O)(=O)N2CCOCC2)CC1
(23) O=c1cc(CN2CCN(c3cccc(Cl)c3)CC2)c2cc(O)c(-c3ccccc3)cc2o1
(24) CN(Cc1ccccc1)C(=C(Cl)Cl)C(=C1NCCN1)[N+](=O)[O-]
assay / entry	17	18	19	20	21	22	23	24
NSD2 HMT inh	7.9	.	1.3	-1.8	-6.6	-1.9	8.3	9.7
Arrestin-AP2 inh	38.2	1.7	-45.5	2.0	-15.3	22.6	26.0	6.1
PKA-R1A activ	-4.4	2.5	-14.1	7.0	-0.8	-14.2	0.9	-8.2
SR-BI DiI-HDL act	-13.2	13.2	5.3	13.2	1.1	-25.7	-10.7	1.3
SR-BI HDL uptake	13.2	-8.1	-5.3	-13.2	-1.1	25.7	25.5	-1.3
CDK5 p35 inh	-0.1	0.3	-2.2	-1.7	0.0	0.3	0.3	0.9
dFosB act	6.1	2.1	2.3	-7.5	-0.9	1.3	2.4	-3.3
Mot1-301 SUMO	-9.2	-14.3	5.2	72.0	-13.7	-5.4	-6.5	4.2
DSG3 Ab inh	114.2	107.9	114.4	99.1	102.0	106.9	.	105.6
PKA-R2B act	-3.5	1.8	-7.2	1.2	7.8	6.2	-6.0	-9.5
MITF TRPM1 HTS	.	13.6	6.0	20.4	-5.2	0.4	-1.4	1.6

(25) O=C(Nc1ccccc1OC(F)F)c1ccc(Br)o1
(26) Cn1cccc1/C=N/NC(=O)C(O)c1ccccc1 (configuration not stated)
(27) COc1ccc(NC(=O)Cn2nnc(C(=O)NCc3cccs3)c2N)cc1OC
(28) Cn1c(=O)n(Cc2ccco2)c(=N)c2c3c(sc21)CCCC3
(29) O=C(NCc1cccc(Cl)c1)c1ccncc1
(30) CCC(CC)C(=O)Nc1nnc(S(=O)(=O)N2CCCc3ccccc32)s1
(31) Cc1cc(OCC(=O)Nn2cnnc2)ccc1Br
(32) CC(C)(C)CN1C(N)=NC[C@@H]1c1ccccc1
assay / entry	25	26	27	28	29	30	31	32
NSD2 HMT inh	-0.9	-1.8	-1.7	-0.6	0.8	.	-3.1	.
Arrestin-AP2 inh	-0.4	40.1	39.7	9.4	2.1	-1.6	-1.9	9.6
PKA-R1A activ	-6.6	2.5	5.2	-7.9	5.4	-6.0	-0.8	-0.6
SR-BI DiI-HDL act	-12.0	20.5	24.0	-17.9	4.9	-10.3	15.1	-3.8
SR-BI HDL uptake	12.0	-20.5	-24.0	17.9	-4.9	10.3	-15.1	3.8
CDK5 p35 inh	-0.5	-0.4	-0.6	-0.8	1.1	-0.6	-1.4	1.4
dFosB act	-6.9	-1.2	6.0	-0.8	3.9	-12.2	2.9	-3.1
Mot1-301 SUMO	1.8	-5.2	.	15.6	-7.0	9.5	-11.5	249.5
DSG3 Ab inh	97.0	.	100.5	99.6	112.5	89.0	98.8	102.5
PKA-R2B act	-4.4	4.8	0.2	-7.7	-3.9	-7.7	-6.6	-6.3
MITF TRPM1 HTS	2.3	2.4	1.0	7.5	-0.8	-8.1	-6.5	0.1

(33) COc1ccc(N(Cc2cc3ccccc3[nH]c2=O)S(=O)(=O)c2ccccc2)cc1
(34) CCc1cc2c(=O)c(-c3ccc4c(c3)OCCO4)c(C)oc2cc1OS(C)(=O)=O
(35) CNC(=S)NN=C(C)CCCC(C)=NNC(=S)NC
(36) N#CC1=C(N)SC(N)=C(C#N)C1c1ccnc2ccccc12
(37) COc1cccc(NC(=O)c2ccc3c(c2)OCO3)c1
(38) Cc1ccc2c(=O)oc(N(C)C)nc2c1
(39) CCS(=O)(=O)c1ccc2oc(Nc3cc(Cl)ccc3OC)nc2c1
(40) CCCNC(=O)Cc1c(OC)ccc2cc(Br)ccc12
assay / entry	33	34	35	36	37	38	39	40
NSD2 HMT inh	-0.6	-0.4	-0.6	.	-1.6	-1.4	6.6	-1.8
Arrestin-AP2 inh	21.7	-4.6	26.6	4.5	30.2	3.2	7.4	17.6
PKA-R1A activ	-4.8	-6.2	11.5	-0.9	-5.4	-0.9	2.5	1.9
SR-BI DiI-HDL act	-5.2	-48.2	-1.9	36.7	-20.4	18.2	.	-34.2
SR-BI HDL uptake	5.2	48.2	1.9	-36.7	20.4	-18.2	.	34.2
CDK5 p35 inh	-0.6	2.8	2.6	1.6	4.7	3.3	-0.5	0.8
dFosB act	-8.0	-2.8	-3.9	-11.4	1.0	-5.1	-2.7	-1.0
Mot1-301 SUMO	-5.7	-10.7	.	39.1	-18.7	-1.4	137.4	-0.8
DSG3 Ab inh	103.5	105.3	90.5	174.4	109.0	110.9	87.5	105.8
PKA-R2B act	-0.1	-10.8	5.5	-8.8	5.1	7.1	-10.3	-5.2
MITF TRPM1 HTS	-0.5	-7.6	.	-21.0	.	0.6	13.8	5.0

Results in Mot1-301 SUMO and PKA-R2B act, for some of the entries so far:
item | SMILES | Mot1-301 SUMO | PKA-R2B act
35 | CNC(=S)NN=C(C)CCCC(C)=NNC(=S)NC | . | 5.5
38 | Cc1ccc2c(=O)oc(N(C)C)nc2c1 | -1.4 | 7.1
40 | CCCNC(=O)Cc1c(OC)ccc2cc(Br)ccc12 | -0.8 | -5.2

Next section.
(41) O=C(Nc1ccc(-c2nc3ccccc3[nH]2)cc1)c1c(F)c(F)c(F)c(F)c1F
(42) CC(=O)C1=C(C)NC(SCC(=O)c2ccc(F)cc2)=C(C#N)C1CC(C)C (configuration not stated)
(43) COc1ccc(OC)c(C(=O)/C=C/c2cccnc2)c1
(44) CC(C)=C1SC(N2CCN(c3ccc(C)c(Cl)c3)CC2)=NC1=O
(45) Cc1ccc(NC(=O)CCC(=O)c2cc(C)sc2C)nc1
assay / entry	41	42	43	44	45
NSD2 HMT inh	-0.9	.	1.5	-5.8	-1.3
Arrestin-AP2 inh	-7.2	9.5	-5.7	20.7	-3.0
PKA-R1A activ	-7.2	0.9	-7.0	-0.7	-1.5
SR-BI DiI-HDL act	-16.2	-13.5	.	12.6	10.1
SR-BI HDL uptake	16.2	13.5	.	-12.6	-10.1
CDK5 p35 inh	-9.3	1.9	-1.4	1.3	-0.1
dFosB act	28.8*	-8.3	-7.8	-1.8	-6.4
Mot1-301 SUMO	9.0	-7.1	-3.4	85.1	20.6
DSG3 Ab inh	91.6	95.3	.	.	106.6
PKA-R2B act	-5.0	-4.2	-3.9	1.7	-4.2
MITF TRPM1 HTS	0.6	20.9	-4.5	.	1.0

Screens from PubChem.
